bIAP inh – intestinal alkaline phosphatase (bovine) inhibition; purified bovine IAP, CDP-star luminescence, 30 min; inhibition, % at 20 µM; 190,000 tested, under 10 active; AID 1019;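 active = over 50% inhibition of intestinal alkaline phosphatase at 20 µM in the single-dose screen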
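System: purified bovine intestinal alkaline phosphatase (IAP) enzyme; Input: IAP diluted 1/65,000,000 in the well; Measured by: CDP-star luminescence signal; Compound dosing: 20 µM single dose; Incubation: 30 min reaction at room temperature.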
Diaph inh CS – diaphorase inhibition or chemical oxidation counter-screen. 190,000 compounds, 0.69% hits. inhibition, % at 20 µM. diaphorase resazurin-to-resorufin fluorescence, NADH, 16 min; bacterial (C. kluyveri) enzyme, not human;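 active = primary screen inhibition at 20 µM above a set limit, cut at about 50% in these data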;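 also: plate controls were DMSO with full reaction for no effect and wells lacking NADH for full effect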
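Assay system – diaphorase enzyme from Clostridium kluyveri · Amount – diaphorase 0.14 U/mL (working solution) · Times – reaction incubation of 16 min at room temperature · Controls – No-NADH positive control and DMSO neutral control · Signal – resorufin fluorescence 544/590 nm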
TNAP inh hi DEA – TNAP (human) inhibition, high acceptor | purified TNAP, CDP-star luminescence, 1 M DEA | inhibition, % at 20 µM | 200,000 compounds, 0.03% hits;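 active = over 50% inhibition of tissue-nonspecific alkaline phosphatase at 20 µM in the single-dose screen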;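 also: plate controls were DMSO wells for no effect and EDTA-quenched wells as full inhibition for full effect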
Target sequence (P05186 whole entry, looked up): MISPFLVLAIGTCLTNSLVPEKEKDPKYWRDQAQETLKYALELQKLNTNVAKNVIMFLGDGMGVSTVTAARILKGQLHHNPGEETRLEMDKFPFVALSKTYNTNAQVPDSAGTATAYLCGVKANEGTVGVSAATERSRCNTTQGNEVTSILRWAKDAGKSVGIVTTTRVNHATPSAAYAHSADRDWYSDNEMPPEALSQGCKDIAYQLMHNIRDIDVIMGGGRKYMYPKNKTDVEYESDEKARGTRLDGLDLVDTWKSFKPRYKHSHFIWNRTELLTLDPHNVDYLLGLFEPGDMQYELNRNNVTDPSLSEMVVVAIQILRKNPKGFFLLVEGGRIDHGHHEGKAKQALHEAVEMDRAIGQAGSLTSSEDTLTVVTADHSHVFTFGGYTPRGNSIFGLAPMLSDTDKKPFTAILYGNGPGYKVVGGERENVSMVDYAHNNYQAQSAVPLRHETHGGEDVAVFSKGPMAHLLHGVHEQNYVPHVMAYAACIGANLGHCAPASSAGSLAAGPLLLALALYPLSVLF
TNAP act hiacc – increases human TNAP activity under high phosphate acceptor concentration; P05186; purified TNAP, CDP-star luminescence, 1 M DEA, 30 min; hits give high values; 0 = EDTA background, 1 = DMSO-only activity; AID 1136; activation factor at 20 µM; 200,000 tested, under 10 active;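 active = activation factor at least 2 at 20 µM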
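Dosing: 20 µM single point. System: human TNAP. Amount: TNAP 1/800 final. Incubation: 30 min, room temperature. Read-out: TNAP activation factor scaled between EDTA and DMSO control wells. Signal: luminescence from CDP-star hydrolysis. Medium: 1 M DEA, pH 9.8, Mg2+, Zn2+. Control set: EDTA negative control, DMSO positive control.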
TNAP inh noacc – TNAP (human) inhibition, acceptor-free conditions; P05186; purified TNAP, CDP-star luminescence, 30 min; inhibition, % at 20 µM; 200,000 compounds, 0.26% hits; AID 1012;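 active = tissue-nonspecific alkaline phosphatase inhibition above about 50% at 20 µM in the single-dose screen, limit read from the data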;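 also: 0% = DMSO negative control and 100% = EDTA positive control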
PMI act hi M6P – increases human PMI activity with near-saturating mannose 6-phosphate | P34949 | coupled PMI enzyme assay, resazurin fluorescence, 20 min; hits give high values; 1 = untreated enzyme, 0 = substrate-free blank | activation factor at 20 µM | 190,000 compounds, 0.34% hits;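 active = activation factor of 2 or more at 20 µM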
Target sequence (P34949 whole entry, looked up): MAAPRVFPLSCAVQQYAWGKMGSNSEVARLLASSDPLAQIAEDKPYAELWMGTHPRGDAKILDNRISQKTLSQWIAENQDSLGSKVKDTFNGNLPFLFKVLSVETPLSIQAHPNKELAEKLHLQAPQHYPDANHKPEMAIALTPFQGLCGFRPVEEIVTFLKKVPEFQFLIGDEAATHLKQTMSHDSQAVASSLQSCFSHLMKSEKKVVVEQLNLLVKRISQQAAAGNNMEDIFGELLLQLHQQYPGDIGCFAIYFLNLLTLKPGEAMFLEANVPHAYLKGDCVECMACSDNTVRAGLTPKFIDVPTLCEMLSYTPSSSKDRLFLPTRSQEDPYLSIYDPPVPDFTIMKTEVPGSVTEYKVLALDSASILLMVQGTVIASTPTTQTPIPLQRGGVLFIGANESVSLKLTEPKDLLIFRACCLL
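Test system – human PMI in coupled enzyme assay · Timing – 20 min incubation at room temperature · Detection – Diaphorase-driven resazurin-to-resorufin fluorescence, excitation 544, emission 590 nm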
L major viab – Leishmania major promastigote growth inhibition; Leishmania major promastigotes, resazurin fluorescence viability; AID 1063; inhibition, % at 10 µM; 200,000 compounds, 9% hits; in the data active = inhibition above about 50%;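 also: promastigotes grown with compound for 44 hours at 28 °C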
Diaphorase act – diaphorase activation or chemical reduction counter-screen. AID 1229. 190,000 compounds, 0.005% hits. Diaphorase/resazurin coupled assay, resorufin fluorescence, 16 min; hits give high values; 1 = vehicle wells, 0 = NADH-free wells. activation factor at 20 µM;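 active = diaphorase activity raised at least twofold by the compound at 20 µM; inactive = activation factor below 2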
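test system = bacterial diaphorase enzyme (C. kluyveri) | quantity = enzyme 0.07 U/mL final | reagent = NADH substrate 0.114 mM plus resazurin dye 0.1 mM, final | incubation = 16 min enzyme reaction, ambient temperature | buffer or medium = HEPES pH 7.4 buffer with MgCl2 and Tween 20 | signal = fluorescence of resorufin, 544 nm excitation, 590 nm emission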
bIAP act – increases bovine intestinal alkaline phosphatase activity | activation factor at 20 µM | 200,000 compounds, 0.17% hits | purified bovine IAP, CDP-star luminescence, 30 min; hits give high values; fold of DMSO-control signal, blank-subtracted;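 active = activation factor of 2 or more at 20 µM, a signal rise over negative controls twice the positive control's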
PMI act – activators of human phosphomannose isomerase; purified human PMI, coupled resazurin fluorescence, 20 min; hits give high values; 1 = vehicle control, 0 substrate-free wells; activation factor at 20 µM; 190,000 compounds, 0.005% hits; AID 1214;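 active = activation factor of 2 or more at 20 µM, relative to plate controls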
An asterisk follows results filed as active; . = no result given.

SMILES	bIAP inh	Diaph inh CS	TNAP inh hi DEA	TNAP act hiacc	TNAP inh noacc	PMI act hi M6P	L major viab	Diaphorase act	bIAP act	PMI act
CCN1CCCC1CNC(=O)CCc1nc(-c2ccc(C)cc2)no1 (configuration not stated)	-14	21	-10	1.1	-15	1	-5	0.8	1.1	1
Cc1ccc(N=Cc2c(O)cc(C)oc2=O)c(C)c1	-2	19	-4	1	-11	0.9	-2	0.8	1	1
O=C(CCN1C(=O)C2CC=C(Cl)CC2C1=O)Nc1ccccc1O (configuration not stated)	14	14	0	1	-6	0.9	-9	0.9	0.9	0.9
COc1ccc(S(=O)(=O)N2CCCCC2)cc1NC(=O)CN(C)C1CCCCC1	-5	5	-1	1	-7	1	4	1	1	1
Cc1cccn2c(CN(C)CC3Cc4ccccc4O3)c(C(=O)N3CCCCC3)nc12 (configuration not stated)	-26	-10	-6	1.1	-9	1	13	1.1	1.3	1
C=CCn1c(O)c(N=NC(=O)c2ccccc2NS(=O)(=O)c2cccs2)c2ccccc21	2	9	3	1	-1	1.3	-2	0.9	1	1.1
CC(=O)/C(=N/Nc1ccccc1Cl)Sc1nnc(C(O)c2ccccc2)n1-c1ccccc1 (configuration not stated)	-5	23	-3	1	-7	1.6	2	0.8	1.1	1.4
O=C(NNS(=O)(=O)c1ccccc1)c1cccs1	8	5	0	1	-17	1	-5	0.9	0.9	0.9
NC(=O)C1CCN(C(=O)c2ccc(CS(=O)(=O)c3c(Cl)cccc3Cl)o2)CC1	10	22	-7	1.1	-18	1	-6	0.8	0.9	1
COc1ccc(/C=C/C(=O)Nc2ccc(N3CCOCC3)cc2)cc1	4	14	4	1	1	0.9	5	0.9	1	0.9
COCCn1c(SCC(=O)NCC2CCCO2)nc2c(c1=O)SC(C)C2 (configuration not stated)	7	16	-4	1	-11	0.9	-5	0.8	0.9	0.9
CCOC(=O)C1=C(C)Nc2ncnn2C1c1ccc2c(c1)OCO2 (configuration not stated)	10	6	-1	1	-4	0.9	0	0.9	0.9	0.9

Next section, overlapping the part above by three compounds.
SMILES	bIAP inh	Diaph inh CS	TNAP inh hi DEA	TNAP act hiacc	TNAP inh noacc	PMI act hi M6P	L major viab	Diaphorase act	bIAP act	PMI act
COc1ccc(/C=C/C(=O)Nc2ccc(N3CCOCC3)cc2)cc1	4	14	4	1	1	0.9	5	0.9	1	0.9
COCCn1c(SCC(=O)NCC2CCCO2)nc2c(c1=O)SC(C)C2 (configuration not stated)	7	16	-4	1	-11	0.9	-5	0.8	0.9	0.9
CCOC(=O)C1=C(C)Nc2ncnn2C1c1ccc2c(c1)OCO2 (configuration not stated)	10	6	-1	1	-4	0.9	0	0.9	0.9	0.9
O=c1c2cnn(-c3ccccc3)c2nc(-c2ccco2)n1-c1ccccc1	10	30	-5	1.1	-11	0.9	12	0.7	0.9	0.9
COc1ccc(CC2(CO)CCN(Cc3cccn3-c3ccccn3)CC2)cc1	1	-9	-5	1	-7	1	-1	1.1	1	1
Cc1cc(NC(=O)COC(=O)c2ccccc2[N+](=O)[O-])no1	-4	10	-6	1.1	-16	1	-2	0.9	1	1
COc1cc(/C=C2\SC(=S)N(Nc3ncc(C(F)(F)F)cc3Cl)C2=O)ccc1O	.	27	48	0.5	43	0.8	23	0.7	0.3	0.9
CCOC(=O)C1CCCN(CC(O)COc2cccc(C)c2)C1 (configuration not stated)	3	5	-2	1	-6	1	5	0.9	1	1.1
N#Cc1cccc(NC(=O)COC(=O)CCc2nc3ccccc3c(=O)[nH]2)c1	5	4	2	1	-21	1	-4	1	1	1
Cc1cc(/C=C2/NC(=O)N(Cc3ccccc3F)C2=O)c(C)n1-c1ccccn1	10	11	2	1	-1	1.4	-2	0.9	0.9	1.3
O=C(c1cc(S(=O)(=O)Nc2ccccc2F)c(Cl)cc1Cl)N1CCN(CCO)CC1	5	5	-1	1	-4	1.1	-3	1	0.9	1.2
Cc1c(C(=O)OCC(=O)Nc2ccccc2OC(F)F)cccc1[N+](=O)[O-]	0	20	-5	1	-11	0.9	-7	0.8	1	0.8
O=C(NC(=S)NCc1nc2ccccc2[nH]1)c1ccccc1F	-18	4	0	1	-36	1.1	-5	1	1.2	1
C=CCNC(=O)C(=O)c1c(-c2ccccc2)[nH]c2ccccc12	3	5	-3	1	-10	1	-3	0.9	1	0.9
NC1=NC(=O)S/C1=C\c1ccc(O)cc1	4	7	21	0.8	14	1	4	0.9	1	0.9
CC1CCN(c2ccccc2NC(=O)c2ccc(N3CCOCC3)c([N+](=O)[O-])c2)CC1	17	13	2	1	-5	0.9	-3	0.9	0.8	1
Cc1nc2ccc(NC(=O)c3ccc(Cl)c([N+](=O)[O-])c3)cc2s1	24	6	2	1	-3	1.1	2	0.9	0.8	1
Cc1ccc(S(=O)(=O)N(CCO)c2cc3c(s2)CCCC3)cc1	-1	19	-3	1	-15	0.9	1	0.8	1	0.9
O=c1[nH]ncc(N2CCN(C(c3ccccc3)c3ccccc3)CC2)c1Cl	7	28	0	1	-35	0.9	93*	0.7	0.9	0.8
CC(Nc1oc(-c2ccco2)nc1C#N)c1ccccc1 (configuration not stated)	4	18	2	1	-12	1	5	0.8	1	0.9
CC1=Nc2cc(C(=O)NCc3ccco3)ccc2Sc2ccc(C)cc21	-4	6	-1	1	-13	0.9	59*	0.9	1	0.9
O=C(c1ccco1)N1CCN(c2ccc([N+](=O)[O-])c(N3CCOCC3)c2)CC1	26	12	12	0.9	12	0.8	6	0.9	0.7	1
CCCCCn1c(=O)[nH]c2cc(C(=O)NCc3ccccn3)ccc2c1=O	7	6	-4	1	-13	1	-3	0.9	0.9	1
Cc1ccc(S(=O)(=O)N2CCN(C(=O)CSc3nnc(-c4ccco4)o3)CC2)cc1	-6	10	-3	1	5	0.9	13	0.9	1.1	1
CCN(CC)CCNC(=O)C1c2cc(OC)c(OC)cc2C(=O)N(C)C1c1cccs1 (configuration not stated)	-23	-16	2	1	-2	1.1	-5	1.2	1.2	1.1
CCCCc1ccc(NC(=S)Nc2ccc(Nc3ccc(OC)cc3)cc2)cc1	9	10	7	0.9	-7	0.9	60*	0.9	0.9	0.9
O=S1(=O)CC(O)C(Nc2ccccc2Cl)C1 (configuration not stated)	4	0	-2	1	-7	0.9	-6	1	1	0.9
Cc1cc(=O)[nH]c(Nc2ccc(C(=O)OC(C)C)cc2)n1	6	16	-5	1.1	-9	1	1	0.8	0.9	0.9
COc1ccc(CN2C(=O)c3cccnc3C2Nc2ccc(OC)c(Cl)c2)cc1 (configuration not stated)	-4	0	-3	1	-8	1	3	1	1	1
COc1ccc(C(=O)CN(Cc2ccccc2)C2=NCCS2)cc1	12	12	2	1	-10	1	-1	0.9	0.9	1
N#CCn1c(CCl)nc2ccccc2c1=O	-2	14	-3	1	-16	1.1	84*	0.9	1	1.3
Cc1ccccc1-c1nsc(SCC(=O)NCc2ccc3c(c2)OCO3)n1	16	21	7	0.9	-12	0.9	-5	0.8	0.8	1
CC(=O)c1cnc(Nc2nc(C)c3cccc(C)c3n2)nc1C	10	16	-10	1.1	-12	1	.	0.8	0.9	1.1
CC(=NCCN1CCOCC1)C1=C(O)c2ccccc2C1=O	-2	0	-7	1.1	-2	1.1	-4	1	1	1.2
O=C(O)c1cc([N+](=O)[O-])ccc1Nc1ccccc1	8	-11	16	0.8	5	1.1	3	1.1	0.9	1
C/C(=N\NC(=O)c1cccnc1)c1cc(C)oc1C	-1	4	1	1	-1	1	9	1	1	0.9
COc1ccc(/C=N/NS(=O)(=O)c2ccc(F)cc2)cc1COc1cc(F)ccc1[N+](=O)[O-]	-16	-3	-1	1	-9	1.4	4	1	1.2	1.2
CCOC(=O)C(=O)C1=C(N2CCOCC2)/C(=C\c2ccc(F)cc2)CC1	6	20	1	1	2	0.9	71*	0.8	0.9	1
CCC12CC3CC(C1)CC(C(=O)Nc1nn[nH]n1)(C3)C2	11	9	-1	1	-5	0.9	-7	0.9	0.9	1
Cc1ccc(-c2nn3c(C)nnc3s2)cc1NC(=O)c1cccs1	-11	16	-7	1.1	-5	0.9	-1	0.8	1.1	0.8
CC(OC(=O)Cc1coc2cc3c(cc12)CCC3)C(=O)NC(N)=O (configuration not stated)	-6	-5	-1	1	-10	1	-2	1.1	1.1	1.1
COc1ccc(N/C(=C(/C(Cl)=C(Cl)Cl)[N+](=O)[O-])n2nnc3ccccc32)cc1OC	-4	39	2	1	-6	1	1	0.6	1	0.8
Clc1ccc(Nc2ncn[nH]2)c(Cl)c1	-8	1	-4	1	-19	1	-11	1	1.1	1.1
CC(C)Nc1nc(NC(C)C)nc(C(=O)OCCO)n1	2	5	3	1	0	1.1	-1	1	1	1
COC(=O)CSc1nnc(NC(=O)/C=C\c2ccc3c(c2)OCO3)s1	31	-7	-1	1	2	1.1	100*	1.1	0.7	1.1
CCn1c2ccccc2c2cc(/C=N/NC(=O)c3cc(O)cc(O)c3)ccc21	-1	36	-2	1	-6	0.9	0	0.6	1	0.8
O=C(Nc1ccccc1Cl)C1CCN(Cc2cnn(-c3ccccc3)c2-n2cccc2)CC1	-44	-3	-8	1.1	-39	1	4	1	1.4	1
CCc1nnc(NC(=O)NCN2C(=O)C3C4C=CC(C4)C3C2=O)s1 (configuration not stated)	1	8	-3	1	-4	0.9	-2	0.9	1	0.9
O=C(C1CCCN(S(=O)(=O)c2ccc(Br)s2)C1)N1CCCCCC1 (configuration not stated)	2	13	-6	1.1	-7	0.9	7	0.9	1	0.8
Cc1ccc(-c2noc(CSc3nnc(Cc4cccs4)n3-c3ccccc3)n2)cc1	6	32	-8	1.1	-14	0.7	8	0.7	0.9	0.8
O=C(NCCN1CCCC1)C1CC(=O)N(C2CCCCC2)C1 (configuration not stated)	7	4	1	1	-10	1	-7	1	0.9	1
COC(=O)c1ccc(C(c2c(N)n(CC(C)C)c(=O)[nH]c2=O)N2CCN(c3ccccc3)CC2)cc1 (configuration not stated)	-66	16	-6	1.1	-33	0.9	12	0.8	1.7	0.9
Cc1ccc(Nc2ccc(S(=O)(=O)N3CCOCC3)cc2[N+](=O)[O-])cc1C	30	18	7	0.9	12	0.9	5	0.8	0.7	0.8

In another format: entries from further up
Molecule,bIAP inh,Diaph inh CS,TNAP inh hi DEA,TNAP act hiacc,TNAP inh noacc,PMI act hi M6P,L major viab,Diaphorase act,bIAP act,PMI act
COC(=O)c1ccc(C(c2c(N)n(CC(C)C)c(=O)[nH]c2=O)N2CCN(c3ccccc3)CC2)cc1 (configuration not stated),-66,16,-6,1.1,-33,0.9,12,0.8,1.7,0.9
Cc1ccc(-c2nn3c(C)nnc3s2)cc1NC(=O)c1cccs1,-11,16,-7,1.1,-5,0.9,-1,0.8,1.1,0.8
